p53ts 32C kill = kills p53ts cells at the permissive temperature; H1299-p53A138V at 32C, ATP luminescence viability, 24 h; Potency, µM (doses to about 46.1 µM), inactives show top-dose activity change, negative = cytotoxicity, usual class: cytotoxic; 130,000 compounds, 0.93% hits;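 also: 0% = DMSO and -100% = full killing by reference compound; nearly all actives have a fitted effect of over 55% in size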
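Cells: H1299 p53ts (A138V), 600/well, pre-incubated 16–30 h at 37C. Cpd up to 46 uM, 24 h, 32C. Readout: ATPlite luminescence, 20 min RT. Normalization: DMSO vs tamoxifen 100 uM. AC50 by Hill equation.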
Peg3 imprint = genomic imprint erasure induction | mouse ES Peg3-LacZ reporter, beta-gal luminescence, 40 h | Potency, µM (top dose mostly 60.7 µM), without a hit: top-dose activity change, positive = activation, hits mostly activators | 110,000 compounds, 0.02% hits | AID 1948;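 also: 0% = negative control wells on the plate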
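Imprint erasure is scored as LacZ activity from the silenced maternal Peg3 allele in feeder-free female ES cells cultured 40 h with LIF. Luminescence is normalized to in-plate negative controls and fitted to the Hill equation.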
IkB sig inh = IkB pathway inhibition in ABC-DLBCL cells; ABC-DLBCL IkBa-CBG/CBR dual luciferase ratio, 4 h; response scale: scaled: untreated 0%, proteasome inhibitor 100%; Potency, µM (series often up to 57.1 µM), inactives show at the top dose IkBa stabilization activation; 110,000 compounds, 0.04% hits; AID 445; active = well fitted curve in the direction sought with a large enough effect in the signal ratio, not every such curve was filed as active; inconclusive = small, poorly fitted or top-dose-only effect, or a change in a side signal; the % refers to the signal ratio;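 also: the direction sought is a rising ratio; 0% = basal untreated cells and 100% = reference inhibitor full response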
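Curves were fitted separately to fusion (green), unfused (red) and ratio luminescence, then classed by r2, magnitude and activity. Cells: OCI-Ly3, 4 h compound plus doxycycline at 37C; 10 uM MG-132 defined full response.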
p53ts 39C tox = cytotoxicity in p53ts cells at nonpermissive temperature; H1299-p53A138V viability at 39C, ATP luminescence, 24 h; AID 902; 130,000 compounds, 1.5% hits; Potency, µM (highest dose often 46.1 µM), without a hit: at the top dose activity change, negative = cell killing, actives largely listed as cytotoxic; also: nearly all actives have a fitted effect of over 55% in size
Active calls of the source: *; ? = inconclusive; / = not tested or not shown; [ ] = dose if it differs, or a comment. Unless noted, calls follow the shape of the dose curve; as a rule, active = well fitted curve in the direction sought with a large enough effect; inconclusive = small, poorly fitted or top-dose-only effect, or another doubt; inactive = no such curve, though single readings can be large; an effect the other way counts as inactive or inconclusive. Unless noted, % is scaled to controls: 0 for no effect and ±100 for the full control effect; potency is read from the fitted curve at half-maximal effect.

SMILES | p53ts 32C kill | Peg3 imprint | IkB sig inh | p53ts 39C tox
Cc1cc(C(=O)N2CCN(C/C=C/c3ccccc3)CC2)cs1 | -0.2% | -23.0% | 1.9% | -6.6%
O=C(NCCc1ccccc1)c1cc(S(=O)(=O)N2CCCCC2)c[nH]1 | 6.2% | -14.7%[10.9 µM] | -1.0% | -12.7%
CCn1cc2nc(SCc3cccc(F)c3)n(CCc3ccccc3)c(=O)c2n1 | -11.0% | 7.1%[10.9 µM] | ? | 11.4%
Cc1ccc(-c2nn3c(C)nnc3s2)cc1NC(=O)c1ccc(-c2cccc(Cl)c2)o1 | -8.5% | -29.9% | ? | -0.5%
Cc1cccc(CN2CCc3nc(N4CCN(c5ccccn5)CC4)ncc3C2)c1 | -25.9% | -17.6%[10.9 µM] | ? | -26.0%
CC1CN(C(=O)Nc2ccc(C(=O)NCCc3ccccc3Cl)cc2)c2ccccc2S1 (stereo unspecified) | -3.6% | -10.5%[10.9 µM] | ? | -24.7%
Cc1ccc(C)c(Nc2nnc(-c3ccc(C)c(S(=O)(=O)N4CCN(C)CC4)c3)c3ccccc23)c1 | 5.7% | -16.5%[10.9 µM] | ? | -25.9%
CCCc1ccc(C(=O)N2CCN(c3ccccc3OCC)CC2)cc1 | 26.3% | -14.4% | 0.3% | 28.0%
O=C(/C=C/c1ccccc1)NC(=S)NNC(=O)Cc1cccs1 | -6.9% | / | / | -5.9%
Cn1c(=O)cc(SCC(=O)Nc2cccc(C#N)c2)c2ccc(Cl)cc21 | -2.5% | -6.2%[10.9 µM] | -2.0% | 19.9%
CCCCOc1ccc(C(=O)Nc2ccc(N3CCN(C)CC3)cc2)cc1 | 13.3% | 0.7% | 0.4% | 16.0%
CCOC(=O)c1cc(NC(=O)SCC(=O)O)c(C)nc1C | -2.9% | 1.3% | 0.2% | -16.3%
CN(C(=O)COc1ccccc1)c1nnc(-c2cccnc2)s1 | 0.7% | -3.5% | 2.2% | 5.7%
CCOC(=O)Cn1c(=O)n(C2CCCCC2)c2nc(-c3cccc(F)c3)nc(C(N)=O)c21 | -3.9% | 1.1%[10.9 µM] | -0.1% | -4.4%
Cc1ccc(C(=O)Nc2ccccc2N2CCOCC2)c(C)c1 | -13.0% | / | / | -8.3%
Cc1ccc(N(CC(=O)NC2CC3CCC2C3)S(C)(=O)=O)cc1C (stereo unspecified) | 2.1% | 1.4% | 5.8% | -6.1%
CCOC(=O)c1ccc(NC(=O)c2sc3nc4n(c(=O)c3c2C)CCC4)cc1 | -6.5% | -5.6%[10.9 µM] | -1.1% | -9.9%
CC(=O)Nc1nnc2n1CCS2 | 0.1% | -3.8%[10.9 µM] | ? | -26.4%
O=C(NCCCc1ccccc1)c1ccncc1 | 1.9% | -15.2% | 1.4% | 10.2%
O=C(Nc1ccc(-c2nc3cc(NC(=O)c4ccc(F)cc4)ccc3o2)cc1)c1ccc(F)cc1 | 11.3% | -9.6%[10.9 µM] | -1.0% | 10.7%

Five compounds already listed, sorted by length of the SMILES, rising.
SMILES | p53ts 32C kill | Peg3 imprint | IkB sig inh | p53ts 39C tox
CC(=O)Nc1nnc2n1CCS2 | 0.1% | -3.8%[10.9 µM] | ? | -26.4%
O=C(NCCCc1ccccc1)c1ccncc1 | 1.9% | -15.2% | 1.4% | 10.2%
CN(C(=O)COc1ccccc1)c1nnc(-c2cccnc2)s1 | 0.7% | -3.5% | 2.2% | 5.7%
CCOC(=O)c1ccc(NC(=O)c2sc3nc4n(c(=O)c3c2C)CCC4)cc1 | -6.5% | -5.6%[10.9 µM] | -1.1% | -9.9%
O=C(Nc1ccc(-c2nc3cc(NC(=O)c4ccc(F)cc4)ccc3o2)cc1)c1ccc(F)cc1 | 11.3% | -9.6%[10.9 µM] | -1.0% | 10.7%

Following part:
SMILES | p53ts 32C kill | Peg3 imprint | IkB sig inh | p53ts 39C tox
COc1ccccc1-c1nnc2sc(COc3ccc(Cl)cc3)nn12 | 9.4% | -28.9% | ? | 10.9%
CCCc1ccc(OCC(=O)Nc2sc(C(=O)OCC)c(C)c2C(=O)OCC)cc1 | 1.6% | -14.4%[10.9 µM] | -2.0% | -2.5%
CCc1c(C)[nH]c(=S)c(C#N)c1C | 1.5% | -2.1% | -0.2% | -4.8%
Cc1csc(Sc2nc3c(c(=O)[nH]c(=O)n3C)n2Cc2ccccc2Cl)n1 | -1.1% | 15.3% | -1.7% | 12.1%
CN(C)S(=O)(=O)N(CC(=O)Nc1ccccc1F)c1ccccc1 | 3.0% | -4.7% | -0.3% | 2.2%
O=C(CCSc1nc(-c2ccco2)cc(C(F)(F)F)n1)N1CCN(c2ccccc2)CC1 | 6.6% | -12.5% | ? | 0.7%
Cc1ccc2nc(/C(C#N)=C/c3ccc(-c4ccc(C(=O)OC(C)C)cc4)o3)[nH]c2c1 | -26.9% | -8.9%[10.9 µM] | -0.3% | ?
O=c1c(=O)n(Cc2c(F)cccc2Cl)ccn1Cc1ccccc1 | 5.4% | -15.9%[10.9 µM] | 2.3% | 2.2%
CCOc1ccccc1NC(=O)CCc1c(C)nc2cc(-c3ccccc3)nn2c1C | -5.8% | -10.7%[10.9 µM] | ? | -17.2%
Cc1c2cnn(-c3ccccc3)c(=O)c2c(C)n1CCCC(=O)N1CCN(c2ncccn2)CC1 | 9.8% | / | / | 5.6%
OCC1OC(n2cnc3c(NCc4ccco4)ncnc32)C(O)C1O (stereo unspecified) | ? | ? | / | -0.7%
COc1ccccc1CNC(=O)CN1C(=O)CSc2ccc(S(=O)(=O)N3CCCCC3)cc21 | 10.5% | -14.8%[10.9 µM] | 0.4% | 3.2%
CCCCOc1ccc(-c2ncc(C(=O)OCC)c(N)n2)cc1 | -11.5% | -3.9% | 0.0% | -13.7%
CCOC(=O)c1ccc(NC(=O)C2(S(=O)(=O)c3ccc(Cl)cc3)CC2)cc1 | 2.5% | -5.2%[10.9 µM] | ? | -3.3%
COc1ccc(CNC(=O)c2cc(-c3ccc(C)cc3)nc3n[nH]c(-c4ccc(Br)cc4)c23)cc1 | 8.8% | -10.9%[10.9 µM] | 0.2% | -15.4%
NS(=O)(=O)c1ccc(CCNC(=O)C2CCCCN2S(=O)(=O)c2ccccc2)cc1 (stereo unspecified) | 4.0% | -6.2% | -0.3% | 9.0%
COc1ccc(C(C(=O)Nc2ccc(C(C)C)cc2)N(C)C(=O)Cc2cccs2)cc1 (stereo unspecified) | 22.1% | -16.6%[10.9 µM] | ? | 6.5%
COc1ccccc1N1CC(C(=O)Nc2cccc(C(=O)O)c2)CC1=O (stereo unspecified) | 5.5% | 1.2% | 5.8% | 4.4%
CC(=O)N1CCCc2cc(S(=O)(=O)NCc3ccc(N(C)C)cc3)ccc21 | -8.7% | -3.7%[10.9 µM] | 2.0% | ?
CCc1ccc(CNC(=O)C2CCN(C(=O)N3CC(CC)Oc4ccc(C)cc43)CC2)cc1 (stereo unspecified) | -3.6% | 21.5%[10.9 µM] | ? | 11.8%
Cc1ccc2c(c1)c1c3n2CCN(C(=O)Cn2c(-c4ccccc4)noc2=O)C3CCC1 (stereo unspecified) | 0.3% | -16.9% | 3.4% | -12.4%
Cc1csc(NC(=O)CSc2nnc(-c3ccccn3)n2-c2ccc(C)c(C)c2)n1 | -12.8% | 1.0% | 3.6% | -18.0%
ON1C2CCCCC2N(O)C1c1c(F)c(F)c(F)c(F)c1F (stereo unspecified) | -4.3% | -10.7% | 0.6% | -7.5%
CC(C)c1ccc(S(=O)(=O)N2CCN(C(=O)c3cccc(F)c3)CC2)cc1 | 1.2% | -2.8% | 3.6% | -1.0%
O=C(CSc1nnc(COc2ccc(Cl)cc2)o1)Nc1ccccc1 | 8.8% | -13.3%[10.9 µM] | ? | -13.5%
Cc1ccc(NC(=O)CCn2cccc2)cc1Cl | -0.8% | / | / | 3.2%
Oc1c(C(c2ccccc2)N2CCN(c3cccc(Cl)c3)CC2)sc2nc(-c3ccco3)nn12 (stereo unspecified) | -0.9% | 5.8%[10.9 µM] | 7.0% | 17.0%
NC(=O)c1ccccc1N/C=C/C(=O)c1ccccc1 | 5.01µM* | -86.8%[inhibitor] | ? | 10µM*
CCOC(=O)c1ccccc1NC(=O)c1cccs1 | 1.6% | -6.3% | -3.7% | -6.3%
CCN1c2ccccc2-n2cccc2C12CCN(C(=O)Nc1ccccc1Br)CC2 | -2.6% | -11.9%[10.9 µM] | 0.1% | -30.3%
CCCN(CCC)C(=O)Cn1c(=O)n(-c2ccc(OC)cc2)c(=O)c2ccc(C(=O)NCc3ccc(C)cc3)cc21 | 16.4% | -13.7%[10.9 µM] | 0.7% | 7.4%
Cc1ccc2nc(-c3cccc(Cl)c3)c(Nc3ccc4c(c3)OCO4)n2c1 | -3.1% | 13.0%[10.9 µM] | ? | -17.5%
Cc1ccc(C(=O)COC(=O)c2ccc(Br)o2)cc1C | -2.1% | -3.9% | 3.2% | -0.4%
O=C(NCc1ccccc1)C1CCN(C(=O)c2cnn(-c3ccccc3)c2-n2cccc2)CC1 | 5.0% | -6.6%[10.9 µM] | ? | -14.8%
COc1ccc(-c2noc(-c3ccco3)n2)cc1OC | ? | -60.8% | 0.9% | -8.7%
O=C(CN1CCCCC1)Nc1cccc(-n2cnnn2)c1 | -3.1% | 8.3% | 0.0% | 3.7%
COCCOC(=O)C1=C(C)NC2=C(C(=O)CCC2)C1c1ccc(N(C)C)cc1 (stereo unspecified) | -5.3% | 7.9% | 1.6% | 0.5%
COc1cccc(-c2cc3nc(-c4ccccc4)cc(N4CCC5(CC4)OCCO5)n3n2)c1 | 0.1% | -12.0% | 1.6% | -0.8%
Fc1ccccc1COc1cccc(/C=N/n2cnnc2)c1 | 9.2% | -89.4%[inhibitor] | 2.7% | 0.4%
OCC#Cc1cnc2ccccc2c1 | 5.8% | -19.8% | -1.3% | 2.8%
CC(=O)N(c1cccc(Br)c1)C1C=CS(=O)(=O)C1 (stereo unspecified) | -6.6% | -3.9% | 2.6% | 2.6%
C=CCn1c(C)cc(C(=O)COc2nncc3ccccc23)c1C | -25.3% | -17.9% | -4.1% | ?
CC1CCN(S(=O)(=O)c2ccc3c(c2)N(CC(=O)NCCc2ccc(Cl)cc2)C(=O)CO3)CC1 | 14.0% | -13.9%[10.9 µM] | ? | -9.0%
CCOc1ccccc1-n1c(SCC(N)=O)nnc1-c1ccc(O)cc1 | 11.9% | 12.0% | -3.1% | 9.0%
CN(C(=O)CSc1nc2c(c(=O)[nH]1)CCCC2)C1CCCCC1 | 4.0% | -3.1% | 0.6% | -9.2%
COc1ccc(CCn2c(=O)[nH]c3cc(C(=O)NCCCN4CCOCC4)ccc3c2=O)cc1OC | 10.2% | -6.6% | -0.5% | -3.2%
O=C(N=C1SCC(=O)N1c1ccccc1Cl)c1ccco1 | ? | -29.9% | 0.4% | ?
O=P1(O)C=C(c2ccccc2)OC(c2ccccc2)=C1 | 0.2% | 8.9% | 0.7% | 13.1%
COC(=O)CN1C(=O)CSc2ccc(S(=O)(=O)Nc3cccc(C)c3C)cc21 | 1.0% | 5.2%[10.9 µM] | 1.4% | -4.8%
Cc1ccc2nc(-c3ccc(Cl)c(NC(=O)c4ccc5c(c4)OCCO5)c3)oc2c1 | -15.0% | -14.4%[10.9 µM] | -2.0% | 30.7%

Continuation:
SMILES | p53ts 32C kill | Peg3 imprint | IkB sig inh | p53ts 39C tox
CCCC12CN3CC(C)(CN(C1)C31CCCCC1)C2=O | -5.9% | ? | -0.9% | -5.7%
O=C(Oc1ccccc1)c1cccc(N2C(=O)CCC2=O)c1 | -10.5% | 0.9% | 0.7% | -8.1%
CCOC(=O)N1CCc2c(sc3c2c(=O)n(Cc2ccccc2)c(=O)n3CC(=O)Nc2ccc(C)c(C)c2)C1 | 3.2% | -6.4%[10.9 µM] | 4.5% | -2.3%
O=C(CSc1nnc(Cc2ccccc2)o1)NC1CC2CCC1C2 (stereo unspecified) | 4.1% | -24.9% | -3.8% | 12.1%
CN1CCN(c2ccc(Cl)cc2NC(=O)c2ccc(S(=O)(=O)N3CCCCCC3)cc2)CC1 | 1.0% | -1.8% | 1.2% | -15.2%
CCc1nn(Cc2cc(C)ccc2C)c(=O)c2cc3cc(C)ccc3n12 | -1.1% | -3.6%[10.9 µM] | 0.6% | -9.1%
O=C(Cn1nnc(-c2ccccc2NC(=O)c2ccco2)n1)NC1CCCCC1 | 1.4% | 7.2% | 0.5% | -7.2%
CCCCCCC=O | 5.9%[1.84 µM] | -2.3% | 1.2% | 4.0%
